3T3 cytotox: kills NIH 3T3 cells; AID 1345082; NIH 3T3 viability, CellTiter-Glo ATP luminescence, 48-72 h; Potency, µM (highest dose often 96.7 µM), inactives show top-dose activity change, negative = cytotoxicity, hits mostly inhibitors; actives 4.3% (n = 94,000); further: potency means the concentration at half of the fitted maximal effect; nearly all actives have a fitted effect of over 55% in size
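First NIH 3T3 cells are plated at 400 cells/well; next compound is pinned in; then plates incubate 48 or 72 hr at 37 °C; finally CellTiter-Glo is added and luminescence read after 10 min.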
GPT2 inh: inhibitors of human GPT2 alanine aminotransferase; actives 0.25% (n = 100,000); Q8TD30; Potency, µM (titrated, usually from 57.7 µM), for inactives: at the top dose activity change, negative = inhibition, hits mostly inhibitors; Recombinant GPT2, coupled pyruvate oxidase/HRP Amplex Red fluorescence; AID 1671188; further: potency means the concentration at half of the fitted maximal effect; nearly all actives have a fitted effect of over 60% in size; many of its hits are not listed in these tables
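Recombinant GPT2 (10ng/uL) with 250uM a-KG and 2mM L-alanine, 30 min at room temperature, in HEPES pH 7.5 buffer. Pyruvate detected by pyruvate oxidase/HRP/Amplex Red fluorescence after 30 min in the dark; AOA (50uM) as positive control.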
SNCA expr inh: SNCA gene expression inhibition; Potency, µM (titrated, usually from 57.2 µM), without a hit: at the top dose activity change, negative = inhibition, most hits filed as inhibitors; actives 0.17% (n = 140,000); HEK-293 SNCA-luciferase knock-in, luminescence, 24 h;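 further: potency means the concentration at half of the fitted maximal effect; plate controls were DMSO cells for no effect and cell-free wells for full effect; nearly all actives have a fitted effect of over 45% in size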
HEK cytotox: HEK 293 cell cytotoxicity; HEK 293 viability, ATP luminescence (CellTiter-Glo), 48-72 h; actives 6.6% (n = 94,000); AID 1345083; Potency, µM (titrated, usually from 115 µM), for inactives: at the highest dose activity change, negative = cytotoxicity, hits mostly inhibitors; further: potency means the concentration at half of the fitted maximal effect; nearly all actives have a fitted effect of over 60% in size
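HEK 293 cells seeded at 250 cells/well were exposed to compound for 48 or 72 hr at 37 degree Celsius. Viability taken as ATP content by CellTiter-Glo luminescence.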
Luciferase inh: inhibitors of firefly (Photinus pyralis) luciferase | purified P. pyralis luciferase, luminescence, biochemical | Potency, µM (series often up to 115 µM), for the others: at the top dose activity change, negative = inhibition, usual class: inhibitors | AID 1347043 | P08659 | actives 2.5% (n = 76,000); further: potency means the concentration at half of the fitted maximal effect; nearly all actives have a fitted effect of over 65% in size
Target sequence (P08659 whole entry, looked up): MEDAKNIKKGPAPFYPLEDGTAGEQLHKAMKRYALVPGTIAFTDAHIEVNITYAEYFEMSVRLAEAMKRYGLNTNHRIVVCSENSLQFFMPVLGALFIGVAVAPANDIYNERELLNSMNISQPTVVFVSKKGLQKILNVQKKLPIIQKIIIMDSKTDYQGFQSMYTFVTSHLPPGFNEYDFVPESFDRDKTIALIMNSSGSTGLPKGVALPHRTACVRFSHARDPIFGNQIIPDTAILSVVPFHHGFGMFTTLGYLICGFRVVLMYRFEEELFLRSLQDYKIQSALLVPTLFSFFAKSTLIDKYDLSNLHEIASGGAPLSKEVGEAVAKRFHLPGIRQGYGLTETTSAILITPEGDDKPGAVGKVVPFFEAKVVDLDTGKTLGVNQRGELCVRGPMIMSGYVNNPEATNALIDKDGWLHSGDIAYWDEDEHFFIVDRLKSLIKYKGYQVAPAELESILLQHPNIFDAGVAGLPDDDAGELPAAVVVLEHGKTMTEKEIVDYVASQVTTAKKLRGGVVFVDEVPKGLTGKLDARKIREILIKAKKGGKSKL
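Purified 10nM P. pyralis luciferase with 10uM D-luciferin and 10uM ATP in 50mM Tris acetate pH 7.5, 10mM Mg acetate, 0.01% Tween-20, 0.05% BSA. qHTS titration; luminescence read by CCD imager.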
IP6K1 inhibitor: blocks human inositol hexakisphosphate kinase 1; IP6K1 kinase, ADP-Glo luminescence, 2 h; active compounds read low; activity change, % (series mostly up to about 58 µM); actives 0.81% (n = 140,000); in the data active means activity change below about -25%
Target sequence (Q92551 whole entry, looked up): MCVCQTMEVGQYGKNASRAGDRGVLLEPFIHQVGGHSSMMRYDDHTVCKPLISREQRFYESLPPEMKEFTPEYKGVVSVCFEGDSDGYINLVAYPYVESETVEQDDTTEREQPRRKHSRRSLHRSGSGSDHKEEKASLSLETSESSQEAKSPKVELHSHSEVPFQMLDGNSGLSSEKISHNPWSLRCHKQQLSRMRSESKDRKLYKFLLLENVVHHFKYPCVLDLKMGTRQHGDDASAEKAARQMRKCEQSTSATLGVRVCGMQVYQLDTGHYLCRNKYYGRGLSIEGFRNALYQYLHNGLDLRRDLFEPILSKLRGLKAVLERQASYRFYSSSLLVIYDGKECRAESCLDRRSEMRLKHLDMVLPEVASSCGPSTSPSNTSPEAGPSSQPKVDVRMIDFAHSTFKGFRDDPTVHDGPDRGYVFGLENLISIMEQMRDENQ
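ADP-Glo luminescence measures ADP made by human IP6K1 during a 2 h RT reaction with ATP/IP6 (mix at 1.3 mM/130 uM); top library doses 57.5 and 19.1 uM final.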
SNCA viab count: cell viability loss counter-screen | AID 1671193 | actives 0.12% (n = 150,000) | Potency, µM (top dose mostly 57.1 µM), for the others: at the highest dose activity change, negative = cytotoxicity, most hits filed as cytotoxic | HEK-293-SNCA-luc viability, GF-AFC fluorescence, 24 h;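 further: potency means the concentration at half of the fitted maximal effect; 0% = DMSO-treated cells and -100% = medium-only wells without cells; nearly all actives have a fitted effect of over 30% in size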
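Cytotoxicity counterscreen: after 24 h compound treatment of genome-edited SNCA-luciferase HEK-293 cells, live-cell protease substrate GF-AFC read by fluorescence after 30 min; activity scaled between DMSO (0%) and medium-only (-100%), curves Hill-fitted.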
Starred values were filed as active, the others as inactive; i = inactive; ? = inconclusive; · = not tested or not shown; [ ] = remark or other dose. Unless noted, the call rests on the fitted dose curve; in most records, active means well fitted curve in the direction sought with a large enough effect; inconclusive means small, poorly fitted or top-dose-only effect, or another doubt; inactive means no such curve, though single readings can be large; an effect the other way counts as inactive or inconclusive. Unless noted, on the % scale 0 is the no-effect control and ±100 the full control effect. An excerpt; the hit share may differ from the screen's.

molecule,3T3 cytotox,GPT2 inh,SNCA expr inh,HEK cytotox,Luciferase inh,IP6K1 inhibitor,SNCA viab count
O=C(c1ccoc1)N1CCC(N2C(=O)C(O)C23CCCCC3)CC1 (stereo unspecified),-1.3%,i,-25.5%,-0.8%,-10.4%,-10.4,1.2%
CC1CCC(NC(=O)C2CCN(C(=O)c3ncn4c3COC(c3ccc(Cl)cc3)C4)CC2)CC1 (stereo unspecified),i,i,-31.2%,13.8%,-10.8%,-0.4,0.9%
Cc1noc(-c2ccc(CSCCC(=O)O)cc2)c1NC(=O)OC(C)c1ccccc1Cl (stereo unspecified),·,i,13.3%,·,·,·,-5.3%
Cc1ccc(-c2ncc(NC(=O)c3ccc(F)c(F)c3)cn2)cc1,i,i,20.7%,8.5%,-11.1%,-5.7,0.1%
COc1ccc(-c2nnc3n2CCN(C(=O)C(C)(C)C)C3)cc1,-26.8%[138 µM],i,-9.1%[87.6 µM],?,-8.5%[172 µM],4.5,-4.4%[87.6 µM]
Cn1cnnc1CC1CCN(C(=O)Nc2ccc3c(c2)OCCO3)C1 (stereo unspecified),i,i,26.1%,3.0%,-8.6%,6.4,8.0%
Cc1noc(-c2ccccc2OCC(=O)Nc2cccc([N+](=O)[O-])c2)n1,·,·,-8.2%,·,·,14.2,7.8%
Cc1ccncc1-c1c(C)nn2c1N(Cc1ccc(C(=O)O)cc1)CCC2,?,i,?,?,-3.5%[172 µM],18.3,9.3%[87.6 µM]
O=C(c1cccnc1)N1CCC(c2nc(C3CCOCC3)no2)C1 (stereo unspecified),i,i,2.8%,6.1%,3.8%,8.5,-10.7%
CC(=O)N1CCC2(CC1)C(=NC1CCCC1)NC(=O)N2c1cc(F)cc(F)c1,i,?,-16.2%,i,3.2%,12.1,-0.5%
COC[C@@H]1CN(C(=O)c2ccc(C#N)cc2)C[C@H]1c1nc(C2CC2)no1,-9.3%,3.7%,6.7%,0.1%,3.4%,6.7,-13.2%
CCCn1c(=O)c2sccc2n2c(CCCC(=O)NCc3ccccc3)nnc12,·,·,3.4%,·,·,-8.5,2.3%

An excerpt of these results, field by field.
mol: CCCn1c(=O)c2sccc2n2c(CCCC(=O)NCc3ccccc3)nnc12
- 3T3 cytotox: ·
- GPT2 inh: ·
- SNCA expr inh: 3.4%
- HEK cytotox: ·
- Luciferase inh: ·
- IP6K1 inhibitor: -8.5
- SNCA viab count: 2.3%
mol: CC1CCC(NC(=O)C2CCN(C(=O)c3ncn4c3COC(c3ccc(Cl)cc3)C4)CC2)CC1 (stereo unspecified)
- 3T3 cytotox: i
- GPT2 inh: i
- SNCA expr inh: -31.2%
- HEK cytotox: 13.8%
- Luciferase inh: -10.8%
- IP6K1 inhibitor: -0.4
- SNCA viab count: 0.9%

(further entries)
molecule,3T3 cytotox,GPT2 inh,SNCA expr inh,HEK cytotox,Luciferase inh,IP6K1 inhibitor,SNCA viab count
Fc1ccc(Nc2nc(-c3ccc(F)cc3)c3c(n2)-c2ccccc2OC3)cc1,·,·,29.8%,·,·,-11.0,25.2%
Cc1ccc(-n2c(C3CCN(C(=O)c4ccc(C)c(C)c4)CC3)n[nH]c2=O)cc1,?,i,11.0%,-11.0%,2.4%,21.7,-5.9%
COC(=O)c1c(NC(=O)c2ccco2)c2cc(NC(C)CCn3cccn3)cnc2n1C (stereo unspecified),-9.4%,i,21.6%,-20.8%,-3.4%,23.3,-8.4%
Cc1noc([C@@H]2CN(C(=O)c3ccc4ncccc4c3)C[C@H]2CO)n1,1.2%,i,8.9%,i,3.7%,1.1,-4.0%
O=C(CN1C(=O)CSc2ccc(S(=O)(=O)N3CCOCC3)cc21)NCCCN1CCCCC1,·,·,8.5%,·,·,8.5,0.3%
COc1ccc(C(=O)NCc2nnc(SCC(=O)Nc3ccccc3)n2-c2ccc(F)cc2)cc1,·,·,-1.5%,·,·,7.7,-18.1%
CNC(=O)[C@@H]1CN(C(=O)CCc2ccccc2)C[C@H]1COC,-13.7%,1.4%,4.2%,-14.2%,-11.1%,-1.8,5.2%
C[S+](=O)([O-])NC1=N[C@@]23CO[C@H](c4ccccc4)C[C@@H]2CC(=O)[C@H]3S1,?,·,·,-26.1%,·,-2.1,·
CC(=O)N[C@H]1CC[C@]2(C)CC[C@@H](C(C)C(=O)NC3CCCCC3)[C@H](O)[C@H]2[C@@H]1C (stereo partly specified),-12.8%[174 µM],-28.7%[88.5 µM],3.8%[87.6 µM],4.0%[172 µM],8.2%[172 µM],-0.7,0.4%[87.6 µM]
O=C(NCCc1ccccc1)C1=NO[C@@H]2CN(Cc3ccc(F)cc3)C[C@H]12,-20.9%[138 µM],-8.0%[88.5 µM],-24.0%[87.6 µM],?,-10.6%[172 µM],-11.2,-2.4%[87.6 µM]
CC(CCc1ccc(O)cc1)O[C@@H]1O[C@H](CO[C@@H]2OC(CO)[C@H](O)[C@H]2O)[C@@H](O)[C@H](O)[C@H]1O (stereo partly specified),·,0.4%[27.3 µM],·,·,·,0.8,-10.7%[23.9 µM]
Cn1ncc2c(N[C@H]3C[C@H]4C(=O)NCC(=O)N4C3)nc(C3CCCC3)nc21,-8.2%,?,?,i,2.4%,28.0,-0.8%
COc1ccc(N2CCN(S(=O)(=O)c3ccc(-c4ccno4)cc3OC)CC2)cc1,·,·,1.4%,·,·,4.8,4.3%
O=C(c1cn2cc(-c3ccc(F)cc3)sc2n1)N1CCOCC1,-22.1%[138 µM],i,14.8%[87.6 µM],-13.8%[172 µM],·,23.8,18.7%[87.6 µM]
COc1ccc(C(=O)N2C[C@@H]3C[C@H](C2)c2ccc(NS(=O)(=O)c4cccc(C(F)(F)F)c4)c(=O)n2C3)cc1,-19.6%,-3.9%,-0.8%,-0.4%,0.8%,2.7,-15.4%
O=C(C1CCCC1)N1CCCC1c1nc(C2CCOCC2)no1 (stereo unspecified),-15.1%,-7.6%,3.5%,-10.0%,-2.5%,23.4,2.8%
Cc1ccccc1C(=O)N1C[C@@H](F)C[C@H]1C(=O)N1CCCCC1,2.9%,-0.2%,6.1%,17.8%,10.7%,11.5,-2.6%
CCOc1ccc(NC(=O)CSc2nnc(NC(=O)Nc3ccccc3)s2)cc1,·,·,32.3%[activator],·,·,3.4,-3.2%
CC1=C(c2ccc(C)cc2)S(=O)(=O)N(Cc2ccc(C(=O)Nc3ccc(F)cc3C)cc2)C1=O,·,·,-10.1%,·,·,-8.2,11.0%
O=C(c1cc(F)ccc1F)N1CCCC2(C1)NC(=O)N(Cc1ccc(Cl)cc1)C2=O (stereo unspecified),-22.8%,i,?,?,6.7%,4.4,-6.6%
COc1cc(C)sc1C(=O)NC1CC(c2cc(=O)[nH]c(C3CC3)n2)C1 (stereo unspecified),-26.4%,-2.1%,-6.1%,-1.6%,5.9%,5.3,-0.4%
O=C(NCC(F)(F)F)c1ccc2nnc(-c3cc(F)ccc3F)n2c1,-9.7%,-24.1%,21.8%,i,·,0.5,-5.0%
COc1cccc(CN2CCc3c(cc(C(=O)Nc4cc(OC)cc(OC)c4)n3C)C2)c1,?,i,42.5%[activator],?,?,9.0,0.5%
CSc1cccc(NC(=O)N[C@H]2CCN3C(=O)[C@H](Cc4ccc(F)cc4)NC(=O)[C@@H]3C2)c1,-18.6%,2.0%,0.1%,-0.7%,-14.4%,0.7,4.1%
CCOC(=O)CSc1nc2ccccc2c(=O)n1CCc1ccc(OC)c(OC)c1,·,·,3.2%,·,·,-2.9,7.0%
Cc1ccc2c(c1)cc(C(=O)Nc1ccccc1C)n2C,·,·,4.6%,·,·,-3.7,-5.7%
CC(C)S(=O)(=O)c1oc(-c2ccc(F)cc2)nc1S(=O)(=O)c1ccc(F)cc1,·,·,?,·,·,-7.7,?
COc1ccc([N+](=O)[O-])cc1NC(c1nnc(-c2ccccc2)o1)c1ccccc1F (stereo unspecified),·,·,-16.7%,·,·,-11.3,-3.5%
COc1ccc(CC2CCOC3(CCN(S(=O)(=O)c4c(C)nn(C)c4C)CC3)C2)cc1 (stereo unspecified),?,1.9%,13.4%,?,·,3.3,-0.8%
COc1ccc(-n2cc3c(c2-c2cccc(Br)c2)c(=O)n(C)c(=O)n3C)cc1OC,·,·,12.0%,·,·,0.7,-3.4%
Cc1c(C(=O)NCc2ccccc2)sc2nc3n(c(=O)c12)CCC3,·,·,46.3%[activator],·,·,20.5,-3.0%
COCCOCC1(CNCC2CC2)C[C@@H](O)[C@@H](O)C1 (stereo partly specified),-3.6%[174 µM],-6.2%[88.5 µM],-24.5%[87.6 µM],?,-6.6%[230 µM],3.3,3.8%[87.6 µM]
COc1cccc(-c2ccc(CN3CCCC(NC(C)=O)C3)cc2)c1 (stereo unspecified),-41.3%,i,86.5%[activator],?,·,-0.8,4.9%
O=C(NCCc1ccc(Cl)cc1)c1ccc2nnc(-c3cc(F)ccc3F)n2c1,?,-6.6%,25.8%,?,·,13.6,0.4%
Cc1ccc(-c2nnc(C3CN(C(=O)c4ccsc4)CC34CCOCC4)o2)cc1 (stereo unspecified),i,-9.2%,23.2%,-12.7%,-1.8%,12.9,-6.7%
CC(C)CCC(=O)N1CC(c2nnc(-c3ccncc3)o2)C2(CCOCC2)C1 (stereo unspecified),-1.7%,i,-1.5%,-2.1%,-7.8%,17.4,-12.5%
COc1ccc(N2CC(C(=O)N3CCC(C(=O)NCCc4ccc(Cl)cc4)C3)NC2=O)cc1 (stereo unspecified),?,i,-6.9%,-10.3%,-3.9%,15.7,-5.0%
CC(C)CN(Cc1nnc2cc(-c3nc(-c4ccccc4)no3)ccn12)CC(C)C,i,i,5.5%,i,-0.4%,17.8,3.4%
Cn1ncc2c(C(=O)Nc3cccnc3)cc(-c3cccc(C(F)(F)F)c3)nc21,-11.1%,·,·,4.3%,·,3.2,·
O=C(NCC(c1ccc(Cl)cc1)N1CCCCC1)c1ccc(F)cc1 (stereo unspecified),·,·,30.2%[activator],·,·,-9.6,-15.5%
CN(C(=O)c1csc(Cc2ccccc2)n1)C1CCCN(CCc2ccccc2)C1 (stereo unspecified),-9.6%,-0.5%,-12.5%,?,4.0%,-8.0,-4.0%
CN1CCCN(C[C@@H]2CN(C(=O)c3cccn3C3CC3)C[C@@H]2CO)CC1,-1.3%,i,-7.3%,-9.3%,0.1%,0.3,2.1%
Cc1ccc(-c2noc([C@@H]3CCCN3C(=O)c3cc(Cl)ccc3F)n2)cc1,?,-18.1%,-15.9%,?,-21.1%,-14.2,-6.5%
COc1cc(OC)c(NC(=O)c2csc3c2CCC(C)C3)cc1Cl (stereo unspecified),·,·,8.7%,·,·,-13.0,-0.1%
CC(C)c1nnnn1[C@H]1CO[C@H]2[C@@H]1OC[C@H]2OC(=O)Nc1ccc(Oc2ccccc2)cc1,-24.5%,1.9%,-32.0%,?,-17.9%,-9.1,0.5%
Cc1cn2nc(C(=O)NCc3ccccc3F)cc2c(N2CCSCC2)n1,-13.1%,-4.8%,?,-12.8%,-7.3%,-4.4,0.4%
